Screening data deposited in PubChem BioAssay by Broad Institute.
ERp5 block – inhibitors of ERp5-driven insulin aggregation, primary screen, biochemical, turbidity, absorbance 650 nm, single point. Protein disulfide-isomerase A6 (Homo sapiens), Q15084. 90 min. inhibition, % at 9.99 µM. 0.05% of 350,000 active. AID 651711, 2012;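 active means mean replicate inhibition above about 25%, with every replicate also reaching it, limit read from the data, passing the limit was not always enough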
Target sequence (Q15084 whole entry, looked up): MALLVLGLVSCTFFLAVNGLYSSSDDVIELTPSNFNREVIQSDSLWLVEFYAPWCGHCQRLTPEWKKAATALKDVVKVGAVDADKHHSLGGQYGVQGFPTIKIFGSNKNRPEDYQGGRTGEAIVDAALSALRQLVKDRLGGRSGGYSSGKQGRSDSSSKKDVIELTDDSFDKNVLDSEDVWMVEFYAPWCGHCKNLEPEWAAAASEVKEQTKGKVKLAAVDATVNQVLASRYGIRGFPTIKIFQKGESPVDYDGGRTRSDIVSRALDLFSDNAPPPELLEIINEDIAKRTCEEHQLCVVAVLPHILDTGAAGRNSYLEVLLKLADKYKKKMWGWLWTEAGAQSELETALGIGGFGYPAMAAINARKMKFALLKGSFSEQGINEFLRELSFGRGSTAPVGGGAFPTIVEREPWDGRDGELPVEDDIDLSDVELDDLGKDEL
E-selectin induc – E-selectin induction in HUVECs, primary screen, imaging, HUVEC, immunofluorescence imaging, single point; AID 686992, 2013; normalized: neutral wells 0, TNF-alpha wells 100; P16581; activation, % at 7.58 µM; 0.37% of 260,000 active;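 active means mean E-selectin-positive cell signal at least 10% of the positive control, reached in at least 60% of replicates, without over 20% cell loss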;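 further: in these data hits start at about 27%; measured in HUVEC primary endothelial cells; signal is the percent of cells scored E-selectin positive by PE staining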
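material = human umbilical vein endothelial cells (HUVEC), E-selectin induction | quantity = 3,000 cells/well | medium = EGM-2 growth medium on 0.1% gelatin-coated wells | technique = immunofluorescence imaging | read-out basis = % PE-positive cells | control set = TNF-alpha positive control, DMSO neutral control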
RAD54 branch – inhibitors of human RAD54 branch migration, primary screen, biochemical, fluorescence, single point | DNA repair and recombination protein RAD54-like (Homo sapiens), Q92698 | RAD54 Holliday junction branch migration, FAM/BHQ fluorescence | inhibition, % at 10.4 µM | 0.14% of 360,000 active | AID 602329, 2012;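 active means mean normalized replicate activity at least 40 and at least half of replicates scoring 40 or more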;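 further: 0% = median of neutral control wells and 100% = median of positive control wells; inhibitors cause a drop in the FAM fluorescence signal; in these data hits start at about 50%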
ARNT TACC3 PPI – disruptors of ARNT/TACC3 protein interaction, primary screen, biochemical, AlphaScreen, single concentration. Transforming acidic coiled-coil-containing protein 3 (Homo sapiens), Q9Y6A5. AlphaScreen His-ARNT PAS-B/GST-TACC3 binding, luminescence; TACC3 fragment carries E629A point mutation. inhibition, % at 9.99 µM. 0.66% of 390,000 active. AID 623870, 2012;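 active means mean inhibition of replicates at least 50% and at least half of replicates each reaching 50%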;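 further: 0% = complete ARNT plus TACC3 wells and 100% = ARNT alone without TACC3; many hits fall short of the cut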
PglD inh – C. jejuni PglD acetyltransferase inhibitors, primary screen, biochemical, DTNB colorimetric, single point. UDP-N-acetylbacillosamine N-acetyltransferase PglD (Campylobacter jejuni). purified PglD enzyme, DTNB colorimetric CoA detection. inhibition, % at 12.5 µM. 0.098% of 360,000 active. AID 602405, 2012; in the data active means inhibition above about 16%, passing the limit was not always enough; further: strong numbers were not always called active
RAD52 inh – RAD52 DNA annealing inhibitors, primary screen, biochemical, FRET, single point, set 2 | inhibition, % at 18.7 µM | 0.46% of 360,000 active | DNA repair protein RAD52 homolog (Homo sapiens), P43351 | recombinant RAD52 DNA annealing, FRET fluorescence;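 active means every replicate showing at least 50% inhibition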
Target sequence (P43351 whole entry, looked up): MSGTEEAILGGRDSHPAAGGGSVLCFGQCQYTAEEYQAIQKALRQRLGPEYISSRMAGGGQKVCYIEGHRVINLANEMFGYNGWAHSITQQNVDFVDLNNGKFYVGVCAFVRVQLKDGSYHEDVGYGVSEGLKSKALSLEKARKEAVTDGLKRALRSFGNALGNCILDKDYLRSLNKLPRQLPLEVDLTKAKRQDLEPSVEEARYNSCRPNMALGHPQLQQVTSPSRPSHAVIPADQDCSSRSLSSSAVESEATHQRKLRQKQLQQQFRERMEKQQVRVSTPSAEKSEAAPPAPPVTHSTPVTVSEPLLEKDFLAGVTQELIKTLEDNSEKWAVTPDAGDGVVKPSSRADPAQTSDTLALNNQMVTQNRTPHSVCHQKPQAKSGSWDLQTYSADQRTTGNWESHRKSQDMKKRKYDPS
Casp6 inh – human caspase-6 inhibitors, primary screen, biochemical, VEID-R110 fluorescence, single point, set 2 | inhibition, % at 12.5 µM | 0.53% of 350,000 active | P55212 | purified caspase-6, Z-VEID-R110 cleavage fluorescence;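 active means mean inhibition across replicates at least about 35%, with every replicate also reaching that limit, limit read from the data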;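 further: 0% = median of neutral control wells and 100% = no fluorescence left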
esBAF inh – Bmi1 luciferase reporter increase in mESCs, primary screen, esBAF inhibitor project, mouse ES cells, Bmi1 luciferase knock-in, single point; reporter increase, % at 12.5 µM; 24 h; 100% = twice the neutral-well signal; 2% of 350,000 active; in the data active means activation above about 40%;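 further: 0% = median of the plate's neutral control wells and 100% = double that signal; a rise in the Bmi1 reporter signal indicates esBAF inhibition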
Starred values were filed as active, the others as inactive.

For COc1ccc(S(=O)(=O)Nc2ccc3c(c2)C(=O)N([C@@H](C)CO)C[C@@H](C)[C@H](CN(C)Cc2ccc(Oc4ccccc4)cc2)O3)cc1 the results were ERp5 block 2.8, E-selectin induc -0.3, RAD54 branch 7.2, ARNT TACC3 PPI 19.5, PglD inh -2.5, RAD52 inh 37.5, Casp6 inh 0.5 and esBAF inh 0.0.
Screening Cc1ccc(CNC(=O)CSc2nc3ccccc3c(=O)n2CC2CCCO2)cc1 (centres undefined) returned ERp5 block -5.3, E-selectin induc 0.9, RAD54 branch -4.4, ARNT TACC3 PPI 38.2, PglD inh 0.5, RAD52 inh -27.6, Casp6 inh -2.2 and esBAF inh -5.2.
For CCCOC(=O)C1=C(C)N(C)C(=O)NC1c1cc2c(cc1Br)OCO2 (centres undefined) the results were ERp5 block -0.4, E-selectin induc 0.1, RAD54 branch 0.5, ARNT TACC3 PPI -1.1, PglD inh -1.7, RAD52 inh -15.0, Casp6 inh 1.7 and esBAF inh -5.2.
For CCCCN1C(=S)SC(C)(C)C1/[N+]([O-])=C/c1cccnc1 (centres undefined) the results were RAD54 branch 2.7, ARNT TACC3 PPI -6.6, PglD inh -3.3 and esBAF inh 1.5.
CCOC(=O)CSc1nnc(CCc2nc3ccccc3[nH]2)n1C was read as RAD54 branch -7.9, ARNT TACC3 PPI -3.0, PglD inh -0.1 and esBAF inh -5.5.
`CCCn1c(=O)c(C(=O)Nc2cccc(C)c2)c(O)c2ccccc21` gave ERp5 block -7.2, E-selectin induc 0.2, RAD54 branch 5.7, ARNT TACC3 PPI -1.2, PglD inh -4.2, RAD52 inh -7.1, Casp6 inh -2.7 and esBAF inh 33.5.
CC(C)(C(=O)N[C@H](CO)c1ccccc1)C(=O)N[C@H](CO)c1ccccc1 was read as ERp5 block 1.8, RAD54 branch -11.9, ARNT TACC3 PPI -5.1, PglD inh -2.1, RAD52 inh -12.8, Casp6 inh -0.1 and esBAF inh -4.1.
`COc1ccc(NC(=O)Nc2ccc3c(c2)CC(=O)N([C@@H](C)CO)C[C@@H](C)[C@@H](CN(C)C(=O)NC2CCCCC2)O3)cc1` gave ERp5 block -7.4, E-selectin induc -0.2, RAD54 branch -4.6, ARNT TACC3 PPI -8.4, PglD inh 0.1, RAD52 inh 0.5, Casp6 inh 3.4 and esBAF inh 2.1.
Screening Clc1cccc(-c2nnc3n2CCCCC3)c1 returned ERp5 block 2.4, E-selectin induc 3.7, ARNT TACC3 PPI -0.7, RAD52 inh -17.8 and Casp6 inh 1.5.
`COc1ccccc1OCCCOc1c(Cl)cc(C)cc1Cl` gave ERp5 block 2.6, RAD54 branch -8.8, ARNT TACC3 PPI -21.5, PglD inh -1.0, RAD52 inh 6.8 and Casp6 inh 3.3.
COCC#Cc1cnc2c(c1)C(=O)N([C@@H](C)CO)C[C@@H](C)[C@@H](CN(C)C(=O)C1CCC1)O2 was read as ERp5 block 8.2, E-selectin induc 0.9, RAD54 branch -6.6, PglD inh 3.1, RAD52 inh 10.9, Casp6 inh -1.6 and esBAF inh 4.4.
Screening CCC(c1nnnn1Cc1ccco1)N(Cc1ccccc1OC)Cc1cc2cc(C)ccc2[nH]c1=O (centres undefined) returned RAD54 branch -2.8, ARNT TACC3 PPI -2.6, PglD inh -3.1 and esBAF inh 5.3.

Brought forward from above: two entries; new compounds follow.
COCC#Cc1cnc2c(c1)C(=O)N([C@@H](C)CO)C[C@@H](C)[C@@H](CN(C)C(=O)C1CCC1)O2 was read as ERp5 block 8.2, E-selectin induc 0.9, RAD54 branch -6.6, PglD inh 3.1, RAD52 inh 10.9, Casp6 inh -1.6 and esBAF inh 4.4.
Screening CCC(c1nnnn1Cc1ccco1)N(Cc1ccccc1OC)Cc1cc2cc(C)ccc2[nH]c1=O (centres undefined) returned RAD54 branch -2.8, ARNT TACC3 PPI -2.6, PglD inh -3.1 and esBAF inh 5.3.
Screening COCC(=O)Nc1ccc2c(c1)C(=O)N(C)[C@H]1CC[C@@H](CC(=O)NCCc3ccncc3)O[C@H]1CO2 returned ERp5 block -6.7, E-selectin induc 0.1, RAD54 branch -3.5, ARNT TACC3 PPI 12.7, PglD inh 0.0, RAD52 inh -3.4, Casp6 inh -0.5 and esBAF inh -1.2.
`CC1(C)CC2CC(C)(CN2/C=N/c2sc3c(c2C#N)CC(C)(C)NC3(C)C)C1` (centres undefined) gave ERp5 block -4.8, RAD54 branch 18.6, PglD inh 5.3, RAD52 inh 9.5 and Casp6 inh -0.3.
For CN(C)c1ccc(C(=O)N2CC(=O)N(CCc3ccccc3)C(=O)C2)cc1 the results were RAD54 branch 4.4, ARNT TACC3 PPI 0.5, PglD inh -2.1 and esBAF inh -6.3.
COc1cc(NC(=O)COC(=O)c2cnccn2)c(C)cc1[N+](=O)[O-] was read as ERp5 block 2.8, RAD54 branch 8.5, ARNT TACC3 PPI -2.4, PglD inh 7.1, RAD52 inh -17.2, Casp6 inh -1.2 and esBAF inh 10.9.
For Cc1n[nH]c(=O)n1-c1ccc(Oc2ccccc2)cc1 the results were RAD54 branch 2.2, ARNT TACC3 PPI -2.2, PglD inh 6.0 and esBAF inh 8.7.
CO[C@H]1CN(C)C(=O)c2cc(NC(=O)C3CC3)ccc2OC[C@H](C)N(Cc2cccnc2)C[C@@H]1C was read as ERp5 block 3.6, E-selectin induc -0.1, RAD54 branch -7.5, ARNT TACC3 PPI -3.7, PglD inh -1.1, RAD52 inh -1.0, Casp6 inh 6.6 and esBAF inh 3.6.
For CNC(=O)c1nnc(Cc2ccc(Cl)cc2)o1 the results were ERp5 block 2.0, E-selectin induc 0.1, RAD54 branch -7.3, ARNT TACC3 PPI -0.4, PglD inh 2.4, RAD52 inh -3.6, Casp6 inh 0.8 and esBAF inh -9.9.
`CCCC(=O)Nc1ccc2nc(SCC(=O)Nc3ccc(N4CCOCC4)c(Cl)c3)sc2c1` gave RAD54 branch -5.4, ARNT TACC3 PPI -4.0, PglD inh 0.7 and esBAF inh 19.3.
For CCC(C)(C)n1nnnc1C(c1ccc(OC)c(OC)c1)N1CCN(c2ccc(OC)cc2)CC1 (centres undefined) the results were RAD54 branch -1.9, ARNT TACC3 PPI 3.4, PglD inh 1.2 and esBAF inh -10.8.
Screening CCSc1nnc(-c2ccc(S(=O)(=O)NCc3cccs3)cc2)o1 returned ERp5 block 11.4, RAD54 branch 9.3, ARNT TACC3 PPI 3.7, PglD inh 2.9, RAD52 inh -10.7, Casp6 inh -2.3 and esBAF inh 1.6.
CCC(=O)N(C)C[C@@H]1Oc2cc(-c3ccccc3C)ccc2S(=O)(=O)N([C@@H](C)CO)C[C@H]1C was read as ERp5 block -3.6, E-selectin induc 0.0, RAD54 branch 1.1, ARNT TACC3 PPI -4.3, PglD inh 2.0, RAD52 inh -5.0, Casp6 inh 1.6 and esBAF inh -1.2.
For COC1OCC(O)C(OC(=O)c2ccccc2)C1OC(=O)c1ccccc1 (centres undefined) the results were ERp5 block 2.9, E-selectin induc 1.5, RAD54 branch -2.1, ARNT TACC3 PPI -3.0, PglD inh 2.2, RAD52 inh -4.3, Casp6 inh 1.0 and esBAF inh 3.8.
For CCOc1cc(C=O)cc(N=Nc2cccc([N+](=O)[O-])c2)c1O the results were ERp5 block 2.4, E-selectin induc -0.3, RAD54 branch -9.8, ARNT TACC3 PPI -17.7, PglD inh 2.7, RAD52 inh -12.9, Casp6 inh -2.1 and esBAF inh 4.0.
`O=C(Nc1ccc(Cl)c(S(=O)(=O)N2CCOCC2)c1)c1ccc2c(c1)OCCO2` gave ERp5 block -1.3, ARNT TACC3 PPI 11.9, RAD52 inh -20.9, Casp6 inh -5.3 and esBAF inh 37.2.
C[C@@H]1CN([C@H](C)CO)C(=O)Cc2cc(NC(=O)CCC(F)(F)F)ccc2O[C@@H]1CN(C)S(=O)(=O)c1cccs1 was read as ERp5 block -28.6, E-selectin induc -5.8, RAD54 branch 4.8, ARNT TACC3 PPI -6.9, PglD inh 0.3, RAD52 inh -1.2, Casp6 inh 1.3 and esBAF inh 1.7.
C[C@@H](NC(=O)[C@H]1[C@H](CO)[C@H]2Cn3c(ccc(-c4cccnc4)c3=O)[C@H]2N1C)c1ccccc1 was read as ERp5 block 6.9, E-selectin induc -0.4, RAD54 branch 4.1, ARNT TACC3 PPI 0.7, PglD inh -0.2, RAD52 inh -4.5, Casp6 inh 0.2 and esBAF inh 2.8.
For C[C@@H]1CN([C@@H](C)CO)C(=O)c2cccc(NC(=O)Nc3ccc(F)cc3)c2O[C@@H]1CN(C)C(=O)Nc1ccc(C(F)(F)F)cc1 the results were ERp5 block 6.2, E-selectin induc -7.3, RAD54 branch 10.7, ARNT TACC3 PPI -13.6, PglD inh 2.8, RAD52 inh -13.6, Casp6 inh -1.4 and esBAF inh -1.2.
`CCOC(=O)c1c(S(=O)(=O)NCCc2ccc(OC)c(OC)c2)c(C)n(C)c1C` gave ERp5 block 0.5, RAD54 branch -4.3, ARNT TACC3 PPI 17.8, PglD inh 0.7, RAD52 inh -9.1, Casp6 inh 0.3 and esBAF inh -1.6.
Screening CCCc1nc2c(Cl)cc(C(F)(F)F)cn2c1Cc1ccc(OC)cc1C returned ERp5 block 5.5, E-selectin induc 0.2, RAD52 inh -16.0 and Casp6 inh 1.2.
CN1C(=O)c2ccc(Oc3ccccc3)cc2C1=O was read as ERp5 block 1.6, E-selectin induc -1.8, RAD54 branch -11.9, ARNT TACC3 PPI 4.4, PglD inh 7.3, RAD52 inh -4.4, Casp6 inh -1.1 and esBAF inh 3.4.
Screening O=C(NCc1ccc(Cl)cc1)C1CCN(S(=O)(=O)N2CCOCC2)CC1 returned ERp5 block 1.2, ARNT TACC3 PPI -6.2, RAD52 inh 1.8 and Casp6 inh -9.4.
CN(C)/C=C(\C=O)c1cccc(Cl)c1 was read as ERp5 block -5.5, E-selectin induc -0.8, ARNT TACC3 PPI 0.6, RAD52 inh -7.6, Casp6 inh 0.5 and esBAF inh 0.3.
Screening CC(C)CN(CCCNC(=O)CN1C(=O)COc2ccc(S(=O)(=O)N3CCCCCC3)cc21)CC(C)C returned ERp5 block -3.3, RAD54 branch -12.6, ARNT TACC3 PPI -5.5, PglD inh -2.4, RAD52 inh -17.7, Casp6 inh -8.6 and esBAF inh 1.3.
`CCCCc1cc(C(=O)Cc2ccccn2)c(O)cc1O` gave ERp5 block 4.0, RAD54 branch -0.3, ARNT TACC3 PPI -0.7, PglD inh -8.4, RAD52 inh -50.7, Casp6 inh -2.6 and esBAF inh -0.3.
Screening CO[C@@H]1CN(C)C(=O)c2cc(NC(=O)C3CCC3)ccc2OC[C@@H](C)N(CC2CCCCC2)C[C@H]1C returned ERp5 block 4.8, E-selectin induc -0.1, RAD54 branch 7.8, ARNT TACC3 PPI -3.4, PglD inh 2.9, RAD52 inh -22.3, Casp6 inh -1.4 and esBAF inh 3.2.
CS(=O)(=O)Cc1ccc(C(=O)NC(c2ccccc2)c2ccccc2)cc1 was read as ERp5 block -1.2, RAD54 branch -1.3, ARNT TACC3 PPI -3.8, PglD inh -0.5, RAD52 inh 1.0, Casp6 inh -0.1 and esBAF inh -5.1.
CC(C)OC(=O)CC12CN3CC(CC(=O)OC(C)C)(CN(C1)C(=O)c1ccccc1C3=O)C2=O was read as RAD54 branch 3.1, ARNT TACC3 PPI 5.9, PglD inh 2.6 and esBAF inh 3.7.
Cc1cn(-c2cccnc2)c(C)c1CNC[C@H]1O[C@@H](n2cnc3c(N)ncnc32)[C@H](O)[C@@H]1O was read as ERp5 block 1.7, E-selectin induc 2.0, RAD54 branch -9.7, ARNT TACC3 PPI -3.5, PglD inh 0.7, RAD52 inh -32.7, Casp6 inh -4.7 and esBAF inh -10.7.
